# Screening data from PubChem BioAssay.
# Rab2A wt mod = changes GTP binding to wildtype dog Rab2A, up or down; AID 760; GTP binding activity, % at 10 µM; P61105; 0.19% of 190,000 active; GST-Rab2 wt beads, Bodipy-GTP binding, flow cytometry;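 active = GTP binding activity at least 20 points away from 100%, either lowered or raised; inconclusive = signal likely due to the compound's own green fluorescence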;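 also: 0% = beads with excess unlabeled GTP and 100% = no-compound control corrected for plate trend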
# Pf gamet viab = kills late stage P. falciparum gametocytes | P. falciparum stage V gametocytes, ATP luminescence, 24 h | inhibition, % at 10.9 µM | 0.065% of 150,000 active;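 active = inhibition above the mean plus 3 SD of compounds within the control limits, set per campaign, cut at about 38% in these data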;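 also: 0% = DMSO wells and 100% = medium only without gametocytes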
# Rab7 wt GTP bind = alters GTP binding to wildtype dog Rab7; GTP binding activity (percent of control), % at 10 µM; 0.055% of 190,000 active; GST-Rab7 beads, fluorescent GTP binding, flow cytometry; actives lie on both sides; untreated = 100%, excess cold GTP = 0%;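 active = fluorescent GTP binding to Rab7 beads changed by at least 20 points from the 100% baseline, either direction, mostly lower; inconclusive = compound itself probably fluorescent, or too few beads counted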;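 also: median green fluorescence of bound Bodipy-FL-GTP per Rab7 bead population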
# HRas wt GTP = changes GTP binding to wildtype human HRas; 0.14% of 190,000 active; P01112; AID 759; GTP binding activity, % at 10 µM; GST-Ras wt beads, Bodipy-FL-GTP binding, flow cytometry; actives lie on both sides;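 active = GTP binding activity at least 20% away from the 100% baseline, either lowered as inhibitor or raised as activator; inconclusive = flagged as likely green fluorescent, judged across all proteins in the well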;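 also: 0% = unlabeled GTP competition control and 100% = no-compound control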
# Mcl1 Noxa PPI = Mcl-1/Noxa interaction inhibition. Q07820. TR-FRET Mcl-1/Noxa peptide binding, 2 h. inhibition, % at 21.7 µM. 1.5% of 220,000 active. AID 1022;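 active = compounds that cut the protein-peptide binding signal by more than 50% relative to plate controls in a single-dose test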;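 also: His-tagged Mcl-1 with rhodamine Noxa BH3 peptide and terbium anti-His antibody; 0% = Mcl-1 plus Noxa peptide wells and 100% = peptide-only wells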
# ABCB1 block = blocks JC-1 efflux by human ABCB1 transporter; P08183; CCRF-Adr cells, flow cytometry; inhibition, % at 6.6 µM; 0.067% of 190,000 active; in the data active = inhibition above about 40%;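 also: 0% = vehicle and 100% = reference inhibitor; higher value means more JC-1 retained so stronger ABCB1 efflux block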
# Target sequence (P08183 whole entry, looked up): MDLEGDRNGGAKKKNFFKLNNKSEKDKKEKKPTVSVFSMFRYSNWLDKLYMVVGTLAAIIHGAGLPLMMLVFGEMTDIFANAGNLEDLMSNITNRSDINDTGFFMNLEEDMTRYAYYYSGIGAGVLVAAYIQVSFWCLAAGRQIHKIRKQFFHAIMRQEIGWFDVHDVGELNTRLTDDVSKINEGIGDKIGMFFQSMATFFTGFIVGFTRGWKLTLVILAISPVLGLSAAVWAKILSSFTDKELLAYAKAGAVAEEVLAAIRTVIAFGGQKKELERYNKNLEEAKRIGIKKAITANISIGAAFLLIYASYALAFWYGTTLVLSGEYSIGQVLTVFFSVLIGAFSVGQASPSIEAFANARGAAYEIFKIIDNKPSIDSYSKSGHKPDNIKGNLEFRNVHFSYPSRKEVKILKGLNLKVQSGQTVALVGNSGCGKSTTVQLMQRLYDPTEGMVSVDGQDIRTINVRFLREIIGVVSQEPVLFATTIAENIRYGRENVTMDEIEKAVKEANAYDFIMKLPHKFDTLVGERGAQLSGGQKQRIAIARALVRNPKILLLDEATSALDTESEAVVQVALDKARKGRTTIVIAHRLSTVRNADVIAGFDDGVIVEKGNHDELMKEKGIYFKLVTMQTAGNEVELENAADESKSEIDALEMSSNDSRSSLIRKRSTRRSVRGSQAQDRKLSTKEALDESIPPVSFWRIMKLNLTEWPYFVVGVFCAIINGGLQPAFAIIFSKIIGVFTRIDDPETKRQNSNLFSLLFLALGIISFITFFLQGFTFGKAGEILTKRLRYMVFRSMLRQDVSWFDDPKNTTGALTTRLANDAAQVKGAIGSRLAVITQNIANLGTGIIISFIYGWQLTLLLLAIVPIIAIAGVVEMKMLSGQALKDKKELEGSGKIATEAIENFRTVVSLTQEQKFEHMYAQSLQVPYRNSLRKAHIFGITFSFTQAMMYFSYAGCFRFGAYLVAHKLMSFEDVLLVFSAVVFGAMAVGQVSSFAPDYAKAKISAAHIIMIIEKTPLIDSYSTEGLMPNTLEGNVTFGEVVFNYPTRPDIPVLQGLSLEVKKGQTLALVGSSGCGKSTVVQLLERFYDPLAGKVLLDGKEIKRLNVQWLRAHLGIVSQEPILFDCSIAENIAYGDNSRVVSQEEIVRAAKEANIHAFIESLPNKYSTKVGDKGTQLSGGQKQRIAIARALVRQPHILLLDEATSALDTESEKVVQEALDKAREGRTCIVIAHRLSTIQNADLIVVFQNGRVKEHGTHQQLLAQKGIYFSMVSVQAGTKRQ
# ABCG2 inh = blocks JC-1 efflux by human ABCG2 transporter; 0.1% of 190,000 active; inhibition, % at 6.6 µM; Q9UNQ0; IgMXP3 cells, flow cytometry;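 active = inhibition above 80%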;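 also: 0% = DMSO and 100% = nicardipine control wells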
#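 Read-out basis: Efflux inhibition in percent versus controls | Test system: ABCG2 IgMXP3 and barcoded ABCB1 CCRF-Adr cell mix | Quantity: 3 million cells/mL in well | Schedule: 10 min at 25 °C | Control set: Nicardipine as high control, DMSO as low control | Reagent: JC-1 as fluorescent efflux pump substrate | Signal: Flow cytometry of retained JC-1 fluorescence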
# Rac1 wt GTP bind = alters GTP binding to wildtype human Rac1; GST-Rac1 beads, fluorescent GTP binding, flow cytometry; actives lie on both sides; 0 = cold GTP competed, 100 = untreated; GTP binding activity (% of control), % at 10 µM; 0.27% of 190,000 active; AID 757;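 active = GTP binding activity at least 20 points away from the 100% control level, either lower or higher; inconclusive = compound flagged as likely green fluorescent, judged across all proteins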
# Rac1 act GTP bind = modulators of GTP binding to human Rac1 activated mutant; P63000; GST-Rac1 activated beads, fluorescent GTP binding, flow cytometry; actives lie on both sides; 100% means binding = to untreated wells; percent activity (GTP binding), % at 10 µM; 0.11% of 190,000 active;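 active = GTP binding at least 20 percentage points away from the 100% baseline, in either direction, so actives lie on both sides; inconclusive = Compound likely fluorescent itself, or too few beads counted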
# Cdc42 wt = human Cdc42 wildtype GTP binding change, either direction; P60953; GST-Cdc42 beads, Bodipy-GTP binding, flow cytometry; actives lie on both sides; percent activity (GTP binding), % at 10 µM; 0.2% of 190,000 active; AID 761;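 active = percent activity GTP binding at least 20 points away from the 100% baseline, either down as inhibitor or up as activator; inconclusive = compound flagged as likely green fluorescent from well-wide comparison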;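 also: median bead fluorescence of bound Bodipy-FL-GTP at 100 nM; 0% = excess unlabeled GTP control and 100% = no compound control; below 100% means less GTP binding so inhibitor and above means activator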
# Avidin bead fluor = compound fluoresces at 488/530 nm on avidin beads; compound fluorescence 488/530 nm, flow cytometry; stronger effect = higher value; fluorescence (KMESF) at 10 µM; 0.38% of 220,000 active; in the data active = fluorescence above about 47; also: inactives centre near 10
# The depositor's hits bear a star; ? = inconclusive; · = not tested or not shown; & = joins results of further samples.
SMILES,Rab2A wt mod,Pf gamet viab,Rab7 wt GTP bind,HRas wt GTP,Mcl1 Noxa PPI,ABCB1 block,ABCG2 inh,Rac1 wt GTP bind,Rac1 act GTP bind,Cdc42 wt,Avidin bead fluor
COc1ccccc1CNC(=O)C(Cc1c[nH]c2ccccc12)NC(=O)OCc1ccccc1 (centres undefined),98.0,·,99.0,102.0,-14.5,0.0,-2.1,104.0,102.0,101.0,1
O=C(COc1ccc(Br)cc1Cl)NC(=O)NCc1ccccc1,92.0,4.8,94.0,93.0,1.7,0.7,25.4,93.0,93.0,94.0,9
CSCC[C@H](NC(=O)NCc1ccccc1F)C(=O)O,103.0,·,99.0,102.0,-9.7,0.3,0.9,108.0,98.0,101.0,9
CCCn1nc(NC(=O)C2CCCO2)c2cc3cc(C)ccc3nc21 (centres undefined),97.0,-10.7,99.0,99.0,13.0,0.5,1.1,97.0,97.0,100.0,7
COc1cccc(OC)c1C(=O)NC(=S)Nc1ccc2oc(-c3ccncc3)nc2c1,98.0,9.8,94.0,98.0,0.2,4.3,37.7,99.0,97.0,95.0,11
O=C1/C(=C/c2cccs2)NC(=S)N1C1CC1,103.0,10.7,101.0,102.0,-1.7,·,-4.3,104.0,101.0,103.0,5
CN(CC(=O)Nc1ccc(Cl)c(C(F)(F)F)c1)C(=O)/C=C/c1ccco1,98.0,57.0*,101.0,101.0,7.0,0.5,2.3,101.0,100.0,99.0,13
COc1cccc(C(=O)c2c(C)c(CCC#N)n3ccccc23)c1OC,93.0,·,92.0,94.0,4.2,0.0,1.7,95.0,93.0,92.0,11
Cc1cccc(N(CC(=O)NCCSc2ccccn2)S(=O)(=O)c2ccccc2)c1,97.0,9.0,98.0,98.0,22.5,1.7,2.1,97.0,99.0,92.0,19
CCOC(=O)c1[nH]c(C)c(/C(O)=C2\C(=O)C(=O)N(CCN(C)C)C2c2ccc(C)o2)c1C (centres undefined),101.0,·,101.0,103.0,10.2,1.1,2.5,106.0,101.0,105.0,32
CC(C)C[C@H](NC(=O)NCc1ccccc1Cl)C(=O)O,100.0,10.7,107.0,105.0,10.9,0.9,4.0,105.0,100.0,103.0,7
CCOCCCNC(=O)c1ccccc1SC,99.0,-13.8,102.0,101.0,3.2,0.5,-8.9,106.0,101.0,103.0,28
CC(C)c1cc(NCCCN2CCOCC2)n2c(nc3ccccc32)c1C#N,108.0,-33.8,99.0,101.0,-29.4,4.7,5.1,105.0,101.0,103.0,26
CC(C)(C)CC(=O)NCCCCCCNC(=O)CC(C)(C)C,101.0,23.5,98.0,102.0,11.3,0.4,0.3,104.0,96.0,103.0,2
CCOc1ccc(CCNC(=O)CN2CCN(Cc3ccccc3C)C2=O)cc1OCC,98.0,-1.9,95.0,97.0,-6.8,1.0,0.7,94.0,95.0,100.0,21
CC(C)(C)NS(=O)(=O)c1cnc(Cl)c(Cl)c1,99.0,·,95.0,93.0,14.4,0.2,0.6,89.0,97.0,89.0,27
CCOC(=O)C1=C(N)Oc2cc(C)oc(=O)c2C1c1cccnc1 (centres undefined),98.0,·,98.0,99.0,6.5,0.6,1.9,103.0,98.0,100.0,37
COc1cc(S(=O)(=O)N(Cc2ccc(C)cc2)C2CCCCC2)ccc1-n1cnnn1,96.0,·,92.0,96.0,-23.4,0.8,0.1,95.0,97.0,93.0,10
CCCCN(C)S(=O)(=O)c1ccc(C(=O)Nc2nnc(-c3ccco3)o2)cc1,94.0,-11.2,104.0,92.0,-39.7,-1.0,-0.3,94.0,92.0,90.0,5
Cc1cc2occ(CC(=O)OCC(=O)Nc3sc4c(c3C#N)CCC(C)C4)c2cc1C (centres undefined),97.0,2.2,103.0,101.0,6.2,-0.7,-0.7,101.0,97.0,99.0,5
Cc1ccc(NC(=O)CSc2ccc(-c3ccco3)nn2)c(C)c1,102.0,23.8,105.0,99.0,12.4,0.9,8.9,100.0,97.0,100.0,14
Cc1c(Cl)cccc1NC(=S)NCC(c1cccnc1)N(C)C (centres undefined),95.0,10.2,93.0,94.0,5.3,-0.1,-0.9,89.0,92.0,93.0,12
C/C(=C/c1oc2ccc(O)cc2c1[N+](=O)[O-])N(C)C,96.0,·,98.0,98.0,38.7,-0.7,-1.6,94.0,94.0,96.0,-3
CCOc1ccc(OCc2ccc(C(=O)N3CCc4ccccc4C3)o2)cc1,98.0,·,99.0,99.0,11.1,0.7,2.7,99.0,97.0,99.0,8
O=C1c2ccccc2C2=Nc3ccccc3SC(c3ccc(Cl)cc3)C12 (centres undefined),102.0,16.7,102.0,100.0,10.2,-0.3,0.2,104.0,100.0,100.0,11
Fc1ccc(CSc2ncnc3nc[nH]c23)cc1,98.0,·,98.0,100.0,6.5,0.6,6.1,101.0,99.0,101.0,7
COc1cccc2cc(S(=O)(=O)c3ccc(C)cc3)/c(=N/NS(=O)(=O)c3ccc(C)cc3)oc12,92.0,6.8,94.0,92.0,-10.4,0.6,-1.2,96.0,91.0,90.0,25
CN(C)c1nc(C(=O)NN)nc(N(C)C)n1,99.0,-10.5,95.0,99.0,1.2,0.1,0.6,97.0,99.0,101.0,4
CCCCC(=O)Nc1ccc(C(=O)NNC(=O)c2cccs2)cc1,96.0,7.2,99.0,99.0,4.8,-0.1,11.6,102.0,99.0,100.0,23
COC(=O)C1=C(C)OC(N)=C(C#N)C1c1cc(OC)c(OCC(N)=O)cc1Cl (centres undefined),95.0,-15.0,98.0,98.0,-6.6,0.2,1.3,98.0,95.0,98.0,7
O=S(=O)(c1ccc(Cl)c(S(=O)(=O)N2CCCC2)c1)N1CCCC1,96.0,4.7,96.0,96.0,10.6,0.5,0.4,98.0,94.0,99.0,28
COc1ccc(-c2nn(-c3ccccc3)cc2C(=O)OCC(=O)c2ccc(C)c([N+](=O)[O-])c2)cc1,102.0,·,99.0,104.0,36.6,0.5,8.3,104.0,104.0,103.0,17
COC(=O)c1ccc(CN2C(=O)C3CCCCC3C2=O)o1 (centres undefined),99.0,-11.2,100.0,98.0,26.3,0.2,-0.8,104.0,97.0,103.0,8
O=C(COc1ccccc1C(=O)O)Nc1ccc(SC(F)F)cc1,92.0,-1.7,97.0,91.0,-3.3,0.6,1.5,93.0,90.0,93.0,7
Cc1cccn2c(=O)c3cc(C#N)c(=O)n(CCCN4CCOCC4)c3nc12,93.0,·,95.0,94.0,8.5,0.0,0.5,94.0,94.0,94.0,26
COc1cc(=O)n(C)c2ccccc12,?,·,?,?,4.1,0.1,1.6,?,?,?,24
COc1ccc(C(=O)c2ccc(OC)c(OC)c2)cc1,99.0,·,101.0,99.0,15.9,0.1,0.3,99.0,99.0,98.0,9
Cc1nnc2ccc(-c3cccc(NC(=O)c4ccc(Br)o4)c3)nn12,86.0,-15.0,91.0,86.0,13.6,0.1,1.4,79.0*,90.0,88.0,22
CC(C)(C)c1ccc(-c2nc(-c3ccncc3)no2)cc1,101.0,·,100.0,100.0,47.7,-1.6,-5.0,106.0,101.0,105.0,3
CCN(CC)CCNC(=O)c1ccc(NC2=NC3CS(=O)(=O)CC3S2)cc1 (centres undefined),104.0,·,104.0,103.0,8.7,-2.0,-2.0,109.0,100.0,105.0,9
COc1ccc(/C=C(\C#N)C(=O)OCCNC(=O)c2ccncc2)cc1,97.0,·,96.0,98.0,5.9,0.5,6.2,98.0,96.0,97.0,8
O=C(CN1CCN(C/C=C/c2ccccc2)CC1)Nc1ccc(F)cc1F,95.0,8.6,98.0,95.0,15.9,0.9,4.5,97.0,93.0,96.0,22
CCN(CC)S(=O)(=O)c1ccc(NS(=O)(=O)c2cccc(C)c2)cc1,101.0,·,100.0,101.0,17.9,0.8,16.1,108.0,99.0,104.0,12
COc1cc(NC(=O)COC(=O)CNC(=O)c2cc(C)cc(C)c2)c(C)cc1[N+](=O)[O-],101.0,-7.4,101.0,102.0,12.6,0.4,29.7,108.0,98.0,97.0,4
COC(=O)c1ccc2nc(C(F)(F)F)[nH]c2c1,105.0,·,108.0,104.0,-15.4,·,·,112.0,103.0,110.0,3
CC1CC(C)(C)NC(=S)O1 (centres undefined),98.0,22.0,98.0,95.0,-1.6&15.7,0.6,0.9,96.0,94.0,95.0,8&10
Cc1ccc(-n2nnnc2-c2ccccc2)cc1,94.0,-4.4,94.0,93.0,0.3,1.2,3.4,92.0,95.0,94.0,39
O=C(c1ccco1)c1cc2c(ccc3ccccc32)oc1=O,97.0,·,99.0,98.0,-15.2,0.2,1.1,100.0,96.0,99.0,7
COc1ccc(CC(=O)N2CCOCC2)cc1,?,·,?,?,-1.6,-0.1,-0.8,?,?,?,8
CCN(CC)S(=O)(=O)c1cccc(S(=O)(=O)N2CCCCC2)c1,100.0,·,90.0,98.0,31.4,0.1,0.4,100.0,99.0,99.0,29
O=C(CN1CCN(CC(=O)Nc2ccccn2)CC1)Nc1ccccn1,101.0,·,101.0,99.0,11.4,0.5,0.6,101.0,100.0,102.0,8
CN(C)CCCn1c(=S)[nH]c2ccccc2c1=O,101.0,1.7,105.0,100.0,-21.2,-0.1,0.7,106.0,97.0,99.0,23
C=CCNC(=S)Nc1cccc2ccccc12,102.0,·,100.0,97.0,32.7,0.7,3.6,103.0,98.0,98.0,9
Cc1ccc(C)c(N(CC(=O)NCc2ccc3c(c2)OCO3)C(=O)CCC(=O)Nc2ccccn2)c1,103.0,-6.6,99.0,101.0,-1.9,0.8,0.3,105.0,101.0,99.0,9
c1ccc(-c2nc(-c3cccs3)[nH]c2-c2ccccc2)cc1,100.0,·,96.0,98.0,-3.6,0.4,8.0,99.0,98.0,99.0,10
COC(=O)COc1ccc(NC(=O)Cn2nc(-c3ccccc3)c3ccccc3c2=O)cc1,99.0,·,100.0,97.0,-10.4,1.0,-0.3,99.0,96.0,95.0,6
CC(C)(C)c1ccc(S(=O)(=O)C(C)(C)C)cc1,96.0,0.6,96.0,98.0,17.3,1.6,2.5,98.0,96.0,99.0,4

# A run of entries from further up:
SMILES,Rab2A wt mod,Pf gamet viab,Rab7 wt GTP bind,HRas wt GTP,Mcl1 Noxa PPI,ABCB1 block,ABCG2 inh,Rac1 wt GTP bind,Rac1 act GTP bind,Cdc42 wt,Avidin bead fluor
c1ccc(-c2nc(-c3cccs3)[nH]c2-c2ccccc2)cc1,100.0,·,96.0,98.0,-3.6,0.4,8.0,99.0,98.0,99.0,10
COC(=O)COc1ccc(NC(=O)Cn2nc(-c3ccccc3)c3ccccc3c2=O)cc1,99.0,·,100.0,97.0,-10.4,1.0,-0.3,99.0,96.0,95.0,6
